Efflux pump mplx = antifungal efflux pump inhibition, Nile Red retention; S. cerevisiae Candida pump triplex; actives 0.44% (n = 330,000); inhibition, % at 10 µM;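 active = plate passing quality check with inhibition over a set limit, or well fluorescence over plate mean plus 4 SD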;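 also: Nile Red retained in pooled yeast measured as flow cytometry median fluorescence; 0% = buffer negative control and 100% = Enniatin B positive control; higher means more Nile Red kept so more efflux inhibition; some compounds called inactive have numbers as strong as hits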
PP5 inh = inhibitors of human protein phosphatase 5 (PP5). actives 0.18% (n = 320,000). inhibition, % at 6.7 µM. purified PP5c, OMFP substrate fluorescence. P53041;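 active = inhibition above the campaign's mean inhibition across all tested compounds plus 3 SD, cut at about 9.5% in these data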;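 also: 0% = DMSO only and 100% = 100 µM cantharidin control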
CTSL1 counter = cathepsin L1 inhibition, PFM18AAP counter-screen | inhibition, % at 5.96 µM | recombinant F. hepatica cathepsin L1, Z-Leu-Arg-MCA fluorescence | AID 1906 | actives 0.49% (n = 300,000);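 active = inhibition above the mean of all tested compounds plus 3 SD, set per screening campaign, cut at about 17% in these data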;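 also: 0% = plate median of test compound wells and 100% = 1 µM Z-Phe-Ala-diazomethylketone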
proCasp3 act = procaspase-3 (human) activation | recombinant procaspase-3 D3A, Ac-DEVD-pNA absorbance 405 nm | activation, % at 8.5 µM | actives 0.11% (n = 330,000) | AID 463141;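 active = activation above the mean of all tested compounds plus 3 SD, cut at about 21% in these data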;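 also: 0% = DMSO alone and 100% = DMSO wells spiked with extra 5 µM PC-3 D3A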
Target sequence (P42574 whole entry D9A/D28A/D175A): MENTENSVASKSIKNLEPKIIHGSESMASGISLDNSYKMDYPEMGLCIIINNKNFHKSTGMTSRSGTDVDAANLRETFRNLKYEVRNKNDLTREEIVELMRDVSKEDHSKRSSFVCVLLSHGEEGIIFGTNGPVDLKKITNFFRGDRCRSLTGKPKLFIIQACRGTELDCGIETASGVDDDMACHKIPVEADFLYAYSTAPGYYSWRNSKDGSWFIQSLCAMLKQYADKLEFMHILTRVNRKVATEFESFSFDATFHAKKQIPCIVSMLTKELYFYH
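Assay system – Procaspase-3 D3A mutant · Benchmarks – DMSO low control, extra-enzyme high control · Technique – 405 nm absorbance of p-nitroaniline, reads at 0 and 120 min · Doses – 8.5 µM nominal · Measure – % activation between DMSO and enzyme-spiked controls · Also added – Ac-DEVD-pNA chromogenic peptide substrate · Schedule – 1 h compound preincubation, 2 h substrate hydrolysis at 25 °C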
GASC-1 inh = blocks human GASC-1 demethylase activity; Q9H3R0; GST-JMJD2C(1-420) H3K9me3 demethylation, DELFIA europium; inhibition, % at 2.35 µM; actives 0.069% (n = 330,000); AID 2099;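 active = more than half of a compound's replicate wells show inhibition beyond 50%, single wells judged on their own value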;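 also: signal counts dimethyl H3K9 product captured on neutravidin plate; 0% = median of DMSO wells and 100% = 0.3 times that DMSO median; strong numbers were not always called active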
Target sequence (Q9H3R0 1-420 limits assumed): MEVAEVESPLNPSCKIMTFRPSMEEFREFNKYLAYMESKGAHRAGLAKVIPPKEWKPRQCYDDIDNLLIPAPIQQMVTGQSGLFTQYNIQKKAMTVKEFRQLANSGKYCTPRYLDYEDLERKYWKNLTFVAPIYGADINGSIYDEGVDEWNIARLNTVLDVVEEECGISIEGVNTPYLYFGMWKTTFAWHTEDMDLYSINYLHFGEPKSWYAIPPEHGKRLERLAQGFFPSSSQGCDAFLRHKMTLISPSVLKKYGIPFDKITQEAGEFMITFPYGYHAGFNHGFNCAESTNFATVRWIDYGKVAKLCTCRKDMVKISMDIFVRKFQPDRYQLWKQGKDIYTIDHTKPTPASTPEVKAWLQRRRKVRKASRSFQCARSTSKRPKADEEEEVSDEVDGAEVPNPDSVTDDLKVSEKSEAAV
proCasp7 act = counter-screen for procaspase-3 activators: activators of human procaspase-7 | recombinant procaspase-7, Ac-DEVD-pNA absorbance 405 nm; D23A/D198A/D206A triple mutant, cannot self-cleave; scale: DMSO 0, 5 µM enzyme 100 | activation, % at 8.5 µM | P55210 | actives 0.093% (n = 330,000) | AID 463210;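 active = percent activation above the screen-wide mean plus 3 SD, cut at about 25% in these data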
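buffer or medium = Zinc-free HEPES/NaCl buffer, pH 7.4 | material = Procaspase-7 triple mutant (PC-7 D3A) | input = 2 µM procaspase-7 mutant as dispensed | signal = Epi-absorbance of released pNA at 405 nm, two timepoints | timing = 1 h preincubation, 2 h reaction | replicates = singlicate compound testing | evaluation = % activation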
TPT1 inh = inhibitors of Candida albicans tRNA 2'-phosphotransferase TPT1; recombinant caTPT1, FP RNA substrate dephosphorylation; inhibition, % at 5 µM; actives 0.81% (n = 300,000);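 active = inhibition above the mean of all tested compounds plus 3 SD, set per screening campaign, cut at about 24% in these data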;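 also: plate controls were DMSO alone for no effect and ferristatin control at 100 nM for full effect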
PP1 inh = counter-screen for PP5 inhibitors: inhibitors of human PP1-alpha; AID 2235; actives 0.9% (n = 320,000); purified PP1alpha, OMFP fluorescence; inhibition, % at 6.7 µM;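 active = inhibition above the mean inhibition of all tested compounds plus 3 SD, computed separately for each screening campaign, cut at about 15% in these data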
Target sequence (P62136 whole entry, looked up): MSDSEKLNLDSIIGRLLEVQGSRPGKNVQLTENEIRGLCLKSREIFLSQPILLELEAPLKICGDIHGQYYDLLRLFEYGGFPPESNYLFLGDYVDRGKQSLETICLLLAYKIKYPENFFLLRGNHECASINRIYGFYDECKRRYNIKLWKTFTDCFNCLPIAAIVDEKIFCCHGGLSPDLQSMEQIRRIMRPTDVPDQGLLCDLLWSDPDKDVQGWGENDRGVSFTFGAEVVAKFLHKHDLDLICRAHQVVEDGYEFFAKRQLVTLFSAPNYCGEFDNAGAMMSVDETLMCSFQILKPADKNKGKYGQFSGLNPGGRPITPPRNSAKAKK
HCV core dimer = blocks dimerization of HCV core protein; AID 1899; actives 0.33% (n = 300,000); inhibition, % at 5 µM; TR-FRET GST/Flag-core106 dimerization, 1536-well;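 active = inhibition above the mean of all tested compounds plus 3 SD, set per screening campaign, cut at about 45% in these data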
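System: GST/Flag-tagged HCV core106 proteins. Incubation: compound-protein-antibody incubation 4 h at 22.5 °C. Technique: HTRF with 340 nm excitation, 617/671 nm emission. Medium: KF-containing HEPES buffer, pH 7.45, DTT, CHAPS, BSA. Read-out: inhibition (%) from 671 over 617 nm ratio. Also added: Eu(K)-anti-GST 90 ng/mL plus XL665-anti-Flag 1 µg/mL.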
Numbers without * were called inactive; . = not tested or not shown.

Values run as follows: HCV core dimer	proCasp3 act	PP1 inh	GASC-1 inh	Efflux pump mplx	PP5 inh	CTSL1 counter	TPT1 inh	proCasp7 act
FC(F)(F)c1ccc(Cl)c(-n2c(Cc3cccs3)n[nH]c2=S)c1
    4	-10	2	5	-0.1	-1.2	-4	1	-28
COc1ccccc1OCCNC(=O)C1CC(=O)N(Cc2ccccc2)C1 (stereo unspecified)
    .	7	-2	-4	-0.1	3.2	.	.	4
CCOC(=O)/C(C#N)=C1/C=Nc2ccccc2N1
    -4	-10	-5	5	0.0	-3.0	2	6	-17
C=CCN(CC=C)C(=O)c1ccccc1NC(=O)c1ccccc1C
    3	-12	-8	-1	0.1	2.5	2	-2	2
CN1C(=O)C(C)(C)c2cc(S(=O)(=O)N3CCCC3C(=O)NCc3ccccc3Cl)ccc21 (stereo unspecified)
    3	-6	-2	-18	0.1	0.6	0	6	7
COc1ccc(C2c3c(oc4ccccc4c3=O)C(=O)N2c2ccccn2)cc1OC (stereo unspecified)
    2	-5	-1	-8	0.1	-0.9	0	-2	-2
COc1ccc(S(=O)(=O)N2CCCCC2)cc1NC(=O)c1ccco1
    -12	-2	6	-6	-0.3	-11	13	-5	-12
CCc1cccc(Oc2nn[nH]n2)c1
    -3	4	1	-2	-0.2	2.7	2	-2	-7
Cc1nn(CC(=O)NCc2ccc(OC(C)C)cc2)c(=O)c2cc(-c3ccccc3)nn12
    -8	3	-1	-9	-0.1	1.7	0	-1	6
Cc1cc(NC(=O)COC(=O)c2ccc([N+](=O)[O-])cc2Cl)no1
    .	4	2	8	0.6	2.9	.	.	-1
O=C(COc1ccc(Cl)cc1)NNC(=O)CSc1nncs1
    -12	2	-1	11	-0.2	0.9	-9	-5	-1
COc1ccc(-c2cnnn2-c2ccc(NC(=O)c3ccc(S(=O)(=O)N4CCCCC4)cc3)cc2)cc1OC
    12	-3	1	-13	0.1	5.5	0	-1	-6
COC(=O)CN=Cc1c(C)[nH]n(-c2ccccc2)c1=O
    -12	0	-1	15	-0.1	1.9	3	-4	-10
Cc1cc(C)c2c(c1)cc(C)c1nnc(SCC(=O)Nc3ccccc3N3CCOCC3)n12
    3	-7	1	7	-1.5	0.9	2	3	-5
COc1ccc(C(CNC(=O)c2cccc(NS(=O)(=O)c3ccc(C)c(F)c3)c2)N2CCCC2)cc1 (stereo unspecified)
    -3	8	-7	-5	-0.1	-1.0	1	6	-3
O=C(O)/C=C/C(=O)NCCC1=CCCCC1
    0	0	-3	-19	0.0	3.1	2	-6	7
Cc1ccc(S(=O)(=O)CCC(=O)OCC(=O)N2c3ccccc3NC(=O)C2(C)C)cc1
    1	-7	-2	1	0.0	2.7	-68	-2	7
COc1ccccc1N1CCN(c2ccc(Cl)nn2)CC1
    -7	-1	0	0	-0.1	-0.3	-1	-2	4
CC1(NC(=O)CCc2ccccc2)CCN(CCCc2ccccc2)C1=O (stereo unspecified)
    .	4	-6	5	0.1	-0.3	.	.	11
CSC(=O)CC(=O)NC(=O)c1ccccc1
    -5	1	-5	.	0.1	-1.3	-1	-1	6
CCn1c(SCC(=O)N2c3ccccc3CCc3ccccc32)nnc1-c1ccc(OC)cc1
    16	5	0	-5	0.2	-0.2	-1	-2	5
CNc1[nH]ncc1[N+](=O)[O-]
    2	-11	-6	9	-0.1	2.2	2	-4	9
O=C(CC1Sc2ncnn2C1=O)Nc1ccccc1 (stereo unspecified)
    -3	-19	0	-18	0.6	-1.4	1	-2	-32
O=C(c1ccccc1[N+](=O)[O-])N(CCc1ccccc1)Cc1ccccc1
    17	-2	0	-7	0.7	4.3	-1	4	9
COc1ccccc1N1C(=O)c2cccc3cccc(c23)C1=O
    -12	2	2	5	0.1	0.7	0	-4	10
CC(C)CC(NC(N)=O)C(=O)NCCc1ccc(Cl)cc1Cl (stereo unspecified)
    3	-7	-5	-13	-0.2	-1.0	-6	-6	6
COc1cccc(N2CCN(C(=O)C3C4C=CC5(CN(Cc6ccccc6Cl)C(=O)C35)O4)CC2)c1 (stereo unspecified)
    4	3	1	4	0.1	2.4	3	1	1
CCOC(=O)c1cccc(NC(=O)c2ccc(-n3cnnn3)cc2)c1
    .	-1	.	10	0.2	.	.	.	-3
Cc1ccc(NC(=O)C2CCN(S(=O)(=O)c3ccc4c(c3)CCCC(=O)N4)CC2)cc1N(C)C
    10	-3	0	3	-0.1	0.8	-2	-1	-3
COc1cc(OC)cc(C(=O)NNC(=O)c2ccccn2)c1
    -7	0	-5	3	0.2	2.4	-2	0	12
Cc1ccc(N(CC(=O)N2CCN(C3CCCCC3)CC2)S(=O)(=O)c2cccnc2)cc1
    3	-1	-1	.	0.2	0.9	18*	-3	1
COc1cccc(/C=N/n2c(C3CCCCC3)n[nH]c2=S)c1OC
    10	0	2	-10	0.1	0.1	-3	-4	-8
CCOC(=O)Cc1c(C)[nH]c(=S)[nH]c1=O
    -4	-5	-1	6	0.1	-1.4	1	1	6
OC(CNCCCN1CCCCC1)COc1ccccc1 (stereo unspecified)
    -8	-2	0	-15	-0.1	-1.8	0	-8	2
Cc1cccc2nc(-c3ccco3)c(Nc3ccc4c(c3)OCCO4)n12
    -12	-1	0	-1	0.0	-0.3	-4	2	-4
CC#CC[N+](C)(C)CCCCCCCCCCCC
    -8	11	-2	-5	0.2	2.6	0	0	2
COc1ccc(S(=O)(=O)N2CC(=O)Nc3ccccc32)cc1Cl
    -3	-9	-2	10	0.2	-4.7	-5	-3	-8
CC(C(=O)Nc1ccc(N(C)C)cc1)N1C(=O)c2ccccc2S1(=O)=O (stereo unspecified)
    -11	7	1	-49	0.0	-2.2	1	-2	-1
CCc1ccc(/C=N/NC(=S)NCCc2ccccc2)cc1
    9	-3	0	5	0.1	2.1	3	0	14
OCCN1CCN(CCOc2ccccc2-c2ccccc2)CC1
    -7	-1	-3	4	0.1	0.7	-4	-2	6
C/C(=N\OCC(=O)Nc1ccc(Br)cc1)c1cccs1
    1	-11	4	-10	-0.2	-0.4	-6	0	-3
O=c1cc(N2CCOCC2)[nH]c(=O)n1-c1ccc(Br)cc1
    12	5	-3	7	-0.1	-2.1	0	-4	1
CN(C(=O)CSc1nnc(-c2ccccc2)n1C)C1CCS(=O)(=O)C1 (stereo unspecified)
    1	3	-5	-11	-0.4	-2.5	-1	-2	1
O=C(OCC(=O)N(CCc1ccccc1)Cc1ccccc1)c1cccc(O)c1
    5	-68	8	0	-2.8	5.5	-7	3	13
COc1cc(C(=O)NC(=S)Nc2ccc(Cl)cn2)cc(OC)c1OC
    12	4	-4	-1	0.0	2.4	3	-1	0

Arranged by molar mass (largest number first): some entries from above
Values run as follows: HCV core dimer	proCasp3 act	PP1 inh	GASC-1 inh	Efflux pump mplx	PP5 inh	CTSL1 counter	TPT1 inh	proCasp7 act
CN(C(=O)CSc1nnc(-c2ccccc2)n1C)C1CCS(=O)(=O)C1 (stereo unspecified)
    1	3	-5	-11	-0.4	-2.5	-1	-2	1
O=c1cc(N2CCOCC2)[nH]c(=O)n1-c1ccc(Br)cc1
    12	5	-3	7	-0.1	-2.1	0	-4	1
Cc1cccc2nc(-c3ccco3)c(Nc3ccc4c(c3)OCCO4)n12
    -12	-1	0	-1	0.0	-0.3	-4	2	-4

(more compounds)
Values run as follows: HCV core dimer	proCasp3 act	PP1 inh	GASC-1 inh	Efflux pump mplx	PP5 inh	CTSL1 counter	TPT1 inh	proCasp7 act
CC(C)(C)OC(=O)C[C@@H]1C/C=C\C[C@H](CC(=O)NCCO)C(=O)NC[C@H](c2ccccc2)OC1=O
    .	13	.	11	0.0	.	.	.	1
COc1ccc(NC(=O)N2CCCC2C(=O)NC23CC4CC(CC(C4)C2)C3)cc1 (stereo unspecified)
    -8	-2	1	7	0.1	-1.2	-4	3	-5
Cc1cc(/C=C(\C#N)C(=O)Nc2ccc(F)cc2)c(C)n1-c1ccc(N2CCOCC2)c([N+](=O)[O-])c1
    10	4	5	-17	0.0	2.1	3	-5	-3
Cc1cccc(-n2c(SCc3cc(=O)n4ccsc4n3)nc3ccccc32)c1
    42	0	10	1	0.1	2.6	4	-10	10
CCOC(=O)Nc1ccc(C(=O)NCC2CCCO2)cc1 (stereo unspecified)
    -3	2	0	5	-0.1	1.9	0	1	4
Cc1ccc(-c2nnc(SCC(=O)Nc3ccc4c(c3)oc3ccccc34)n2C)c(Cl)c1
    0	8	-1	0	-0.3	-1.4	-2	-1	8
Cc1ccc(C2(C)NC(=O)N(Cc3c(C)noc3C)C2=O)cc1 (stereo unspecified)
    2	3	2	35	0.1	-0.8	-2	-5	11
COc1ccccc1-n1cnc2cc(NS(=O)(=O)c3ccccc3)ccc21
    17	3	2	-8	0.2	4.0	0	-4	-4
CCN(CC)CCOc1ccc(Br)cc1
    -3	0	0	8	-0.2	-0.7	-5	-2	4
COc1ccc(-c2sc3ccccc3c2C#CCCO)cc1
    -56	-1	-4	1	0.0	2.8	0	2	7
CN(CC(=O)Nc1cccc(F)c1)C(=O)c1cc(S(=O)(=O)N2CCCCC2)ccc1N1CCOCC1
    1	11	1	2	-0.1	-0.6	-3	-3	11
COC(=O)c1ccc(OCC(=O)NCCC2=CCCCC2)c(OC)c1
    .	8	.	-1	0.0	.	.	.	3
COc1ccc(C(=O)O)cc1NC(=S)NC(=O)CSc1ccc(Cl)cc1
    -1	3	6	-9	0.1	6.4	-2	1	5
Cc1cccc(C)c1OCC(O)CNC(C)C (stereo unspecified)
    -2	1	4	13	0.3	0.1	6	1	3
CCOCCn1c(COc2ccccc2)nc2ccccc21
    -4	5	-1	-18	-0.1	0.9	-2	-4	2
CCOc1ccccc1N1CCN(C(=O)c2ccc(NS(=O)(=O)c3ccc4[nH]c(=O)[nH]c4c3)cc2)CC1
    -3	-6	-2	-3	-0.1	1.1	2	-1	7
C=CCSC1=Nc2sccc2C2=NC(=O)CN12
    31	10	-2	5	-0.2	0.7	0	8	10
COc1ccc2[nH]c(=O)c(CN(c3ccc(C)c(C)c3)S(C)(=O)=O)cc2c1
    6	-6	4	0	-0.1	-0.2	-1	-2	-3
NC(=O)c1sc2nc(-c3ccccc3)c3c(c2c1N)CCCC3
    7	-10	6	5	0.0	0.9	4	0	-33
CCCC(=O)Nn1cnc2c(c1=O)C1(CCCC1)Cc1ccccc1-2
    -7	0	-1	29	0.1	-3.2	0	-2	4
O=C(NCCCN1CCN(c2ccc(F)cc2)CC1)c1cccc(N2CCCC2=O)c1
    -4	4	-1	-2	0.0	2.7	-4	1	12
